Source: PubChem
PTAP-TSG101 blk – TSG101-PTAP interaction inhibition, HIV-1 budding; Fluorescence polarization, FITC-PTAP peptide/Tsg101, 20 min; Potency, µM (series often up to 115 µM), for the others: at the top dose activity change, negative = inhibition, most hits filed as inhibitors; 44,000 tested, under 10 active; note: potency is the fitted concentration of half-maximal effect; 0% is about no effect
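The Tsg101 binding domain, at 10 uM final, is mixed with compound and a FITC peptide bearing the PTAP motif (50 nM final). After 20 min at r.t., polarization is measured; actives defined by CRC class, efficacy cut-off 60% inhibition.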
FH mod – Identification of activators of human fumarate hydratase by quantitative high-throughput screening. Fumarate hydratase, mitochondrial (Homo sapiens), P07954. FH coupled MDH/diaphorase resazurin fluorescence, 15 min. Potency, µM (highest dose often 79.9 µM), for the others: at the highest dose activity change, negative = inhibition, usual class: inhibitors. 54,000 compounds, 0.22% hits. AID 1347055, 2019; note: potency is the fitted concentration of half-maximal effect; % is set by controls: 0 for no effect and ±100 for the full control effect; the screen sought activators but most active calls are inhibition curves; nearly all actives have a fitted effect of over 45% in size
Target sequence (P07954 whole entry, looked up): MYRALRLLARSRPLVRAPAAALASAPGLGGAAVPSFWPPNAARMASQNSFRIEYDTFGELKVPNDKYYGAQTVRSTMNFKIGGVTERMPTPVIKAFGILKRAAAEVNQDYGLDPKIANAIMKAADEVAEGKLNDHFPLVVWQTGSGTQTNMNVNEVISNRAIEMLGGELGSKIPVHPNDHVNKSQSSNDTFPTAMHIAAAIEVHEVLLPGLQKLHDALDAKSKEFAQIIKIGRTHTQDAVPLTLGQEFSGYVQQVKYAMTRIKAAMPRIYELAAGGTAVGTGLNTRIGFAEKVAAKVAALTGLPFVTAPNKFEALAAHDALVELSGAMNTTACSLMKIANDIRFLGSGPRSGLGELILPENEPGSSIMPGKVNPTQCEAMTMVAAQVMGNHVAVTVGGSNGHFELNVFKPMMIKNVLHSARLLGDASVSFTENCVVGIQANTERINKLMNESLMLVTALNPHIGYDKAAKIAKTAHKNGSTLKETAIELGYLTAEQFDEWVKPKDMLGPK
p53null 32C kill – kills p53 null cells at the permissive temperature; Potency, µM (doses to about 46.1 µM), for the others: top-dose activity change, negative = cytotoxicity, actives largely listed as cytotoxic; 55,000 compounds, 0.62% hits; H1299-neo p53 null cells, ATP luminescence, 24 h, 32C;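 note: potency is the fitted concentration of half-maximal effect; 0% = DMSO only and -100% = full killing by 100 µM tamoxifen; nearly all actives have a fitted effect of over 55% in size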
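Cytotoxicity: H1299-neo (no p53), 32C, 24 h treatment. Concentrations up to 46 uM. Readout cellular ATP, luminescence. Normalization to DMSO basal and tamoxifen 100 uM maximal kill.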
GALK inh – GALK (human) enzyme inhibition | P51570 | 44,000 tested, under 10 active | recombinant GALK, Kinase-Glo ATP luminescence, 1 h | Potency, µM (top dose mostly 57.5 µM), inactives show at the highest dose activity, negative = inhibition, usual class: inhibitors | AID 1347072;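 note: plate controls were full GALK reaction for no effect and reaction lacking GALK for full effect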
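Luminescent ATP-depletion readout (Kinase-Glo Plus) after 1 h room-temperature incubation of human GALK (5 nM) with galactose 100 µM and ATP 35 µM, pH 8.0 HEPES/Mg2+ buffer; compounds tested in qHTS format.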
p53null 39C tox – selectivity test: cytotoxicity in p53 null cells, nonpermissive temperature. 55,000 compounds, 0.97% hits. AID 904. H1299 p53-null (neo) cells, 39C, ATPlite viability, 24 h. Potency, µM (titrated, usually from 46.1 µM), for the others: at the top dose activity, negative = cell killing, actives largely listed as cytotoxic;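 note: potency is the fitted concentration of half-maximal effect; 0% = DMSO only and -100% = full killing by 100 µM tamoxifen; nearly all actives have a fitted effect of over 50% in size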
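H1299 lung cancer cells, p53-null (H1299-neo) or expressing p53 A138V (H1299-p53A138V), were plated overnight at 37C, then exposed to compounds at up to 46 uM for 24 hr at 39C. Viability was read by ATP-based luminescence.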
NTMT1 inh – NTMT1 methyltransferase inhibition. NTMT1 MTase-Glo SAH luminescence, purified enzyme. Potency, µM (titrated, usually from 114 µM), inactives show at the highest dose activity change, negative = inhibition, hits mostly inhibitors. 59,000 compounds, 2.5% hits. AID 1645870;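 note: potency is the fitted concentration of half-maximal effect; plate controls were DMSO vehicle for no effect and no enzyme for full effect; nearly all actives have a fitted effect of over 65% in size; many of its hits are not listed in these tables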
Target sequence (Q9BV86 whole entry, looked up): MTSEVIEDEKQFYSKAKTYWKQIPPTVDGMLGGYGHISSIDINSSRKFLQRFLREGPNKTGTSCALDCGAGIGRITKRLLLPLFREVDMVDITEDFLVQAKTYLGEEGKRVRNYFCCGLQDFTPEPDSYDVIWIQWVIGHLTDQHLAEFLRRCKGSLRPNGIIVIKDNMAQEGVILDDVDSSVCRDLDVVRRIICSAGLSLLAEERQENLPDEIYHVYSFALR
B2AR arrestin ag – beta-arrestin recruitment by human beta2-adrenergic receptor ligands | P07550 | HTLA Tango cells, beta-arrestin recruitment, luciferase luminescence, 18 h | Potency, µM (highest dose often 46.1 µM), without a hit: at the highest dose activation, hits mostly activators | 44,000 tested, under 10 active | AID 1347077;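 note: potency is the fitted concentration of half-maximal effect; 0% = DMSO and full agonism = EC100 isoproterenol or metaproterenol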
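Tango cells expressing recombinant beta2-AR and beta-arrestin were treated with compounds (up to 46 microM titration) in DMEM with 1% FBS for 18 hr at 37 degrees C. Beta-arrestin recruitment drove tTA-dependent luciferase, read by luminescence; curves were fitted and classed.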
* marks the source's active call; other numbers are inactive results; ? = inconclusive; / = no result given; [ ] = another dose, or the depositor's remark. Calls come from the whole dose curve; as a rule, active = well fitted curve in the direction sought with a large enough effect; inconclusive = small, poorly fitted or top-dose-only effect, or another doubt; inactive = no such curve, though single readings can be large; an effect the other way counts as inactive or inconclusive.

SMILES | PTAP-TSG101 blk | FH mod | p53null 32C kill | GALK inh | p53null 39C tox | NTMT1 inh | B2AR arrestin ag
COc1ccc(OC)c(-c2noc(N3CCN(c4ccc(C(C)=O)cc4)CC3)n2)c1 | 3% | -20% | 1% | 1% | -13% | 2% | 0%
Cc1cc(-c2ccc(C)c(S(=O)(=O)NCCc3ccccc3)c2)on1 | -1% | -12% | -7% | 0% | -4% | -4% | 0%
COc1ccc(N2CC(c3nc(-c4ccccc4C)no3)CC2=O)cc1Cl (configuration not stated) | 6% | -29% | 11% | 1% | -8% | 4% | 0%
CC(C)CN(C(=O)c1cccc(S(=O)(=O)N2CCCCC2)c1)C1CCS(=O)(=O)C1 (configuration not stated) | 0% | 6% | 1% | 2% | 13% | 5% | 0%
COc1ccc(NC(=O)Nc2cc(-c3cn4cccnc4n3)ccc2OC)cc1 | -3% | 4% | -7% | -1% | -25% | ? | -2%
CCC(=O)OC1=C(C(C)=O)N(Cc2ccccc2)S(=O)(=O)c2ccccc21 | -5% | -2% | -10% | -9% | -14% | 5% | -2%
COc1ccc(CNC(=O)c2oc3c(c2C)-c2nn(Cc4ccc(Cl)cc4)cc2CC3)cc1 | -2% | -14% | 6% | 2% | -26% | 11% | 0%
Cc1ccc(C)c(NC(=O)CSc2nccn2-c2cccc(C)c2C)c1 | -8% | -11% | 18% | 0% | 5% | -4% | ?
CCC(C(=O)Nc1cc(-c2cn3cccnc3n2)ccc1C)c1ccccc1 (configuration not stated) | 3% | 4% | -2% | -6% | -12% | -5% | 0%
Cc1ccc2nc(NC(=O)c3ccc(S(=O)(=O)N4CCCc5ccccc54)cc3)sc2c1 | -4% | -23% | -10% | 1% | -4% | 11% | 1%
CCOC(=O)c1cnc2c(ccc3ccccc32)c1Nc1ccc(Cl)cc1 | -1% | -22% | 2% | 1% | -9% | 7% | 0%
CCOC(=O)N1CCN(Cc2nc3cc(NC(=O)CC(C)C)ccc3n2C(C)C)CC1 | -4% | 12% | 7% | -11% | ? | 4% | -4%
COc1cccc(-c2ccc3c(N)c(C(=O)c4ccc(F)cc4)sc3n2)c1 | -7% | -8% | -17% | 3% | ? | -15% | -2%
CN(C)c1cccc(C(=O)Nc2nc3ccc(S(=O)(=O)N4CCCC4)cc3s2)c1 | 0% | -23% | -15% | 3% | -5% | 12% | 0%
COc1ccc(NC(=O)C2CCN(c3nc4ccccc4nc3C(F)(F)F)CC2)cc1 | 0% | -8% | -6% | -1% | -24% | 15% | -1%
OCCN1CCN(C(c2ccccc2Cl)c2sc3nc(-c4ccco4)nn3c2O)CC1 (configuration not stated) | -3% | -6% | 0% | -2% | 17% | 8% | -3%
CCOC(=O)c1ccc(NC(=O)CC(=O)Nc2ccc3nc4n(c(=O)c3c2)CCCCC4)cc1 | -3% | -5% | -6% | -1% | -28% | -2% | -3%
CC(=O)Nc1ccc(NC(=O)CCc2nc3cccnc3n2Cc2cccs2)cc1 | 0% | -3% | 3% | 0% | -3% | ? | -2%
CCOc1ccc(NC(=O)N2CC3CCCN3c3ccccc32)cc1 (configuration not stated) | -7% | -10% | -2% | 0% | -19% | -2% | 0%
COc1cccc(Nc2nc3ccccc3c3nncn23)c1 | 0% | ? | -11% | -9% | -29% | ? | 1%
Cc1ccc(CNC(=O)Cn2cccc2C(=O)c2ccccc2C)cc1 | -6% | 17% | 3% | ? | -1% | 11% | -3%
CSc1ccc(CCNC(=O)c2sc3ncccc3c2-n2cccc2)cc1 | -3% | -30% | 2% | 0% | -16% | 8% | 1%
COC(=O)CN1C(=O)C(C)(C)c2cc(S(=O)(=O)Nc3ccc(C(C)C)cc3)ccc21 | -6% | -23% | -11% | -1% | -2% | -2% | -1%
CCOC(=O)c1ccc(NC(=O)C2Cc3ccccc3CN2S(=O)(=O)c2ccc(Cl)cc2)cc1 (configuration not stated) | -2% | -18% | -5% | 9% | 13% | -10% | 0%
Cc1ccc(NC(=O)CN2C(=O)c3ccccc3Sc3ncccc32)c(C)c1 | 0% | -20% | -3% | 0% | -5% | -7% | 1%

Structures listed so far with a furan ring, fused or not (two):
SMILES | PTAP-TSG101 blk | FH mod | p53null 32C kill | GALK inh | p53null 39C tox | NTMT1 inh | B2AR arrestin ag
COc1ccc(CNC(=O)c2oc3c(c2C)-c2nn(Cc4ccc(Cl)cc4)cc2CC3)cc1 | -2% | -14% | 6% | 2% | -26% | 11% | 0%
OCCN1CCN(C(c2ccccc2Cl)c2sc3nc(-c4ccco4)nn3c2O)CC1 (configuration not stated) | -3% | -6% | 0% | -2% | 17% | 8% | -3%

Continued.
SMILES | PTAP-TSG101 blk | FH mod | p53null 32C kill | GALK inh | p53null 39C tox | NTMT1 inh | B2AR arrestin ag
Cn1cc(C(=O)NCc2ccc(Cl)cc2)c(=O)c2cc(S(=O)(=O)N3CCCCCC3)ccc21 | 0% | 8% | 5% | -1% | -4% | 23% | 1%
CC(C)c1ccc(Nc2ncnc3c2c(-c2ccccc2)cn3-c2ccccc2)cc1 | -2% | -12% | 4% | -7% | 34%[activator] | 13% | -1%
CCOC(=O)c1c(NC(=O)COc2cccc(C)c2C)sc2c1CCCCC2 | -1% | -21% | 8% | 0% | -4% | 5% | 1%
Cc1ccc(-n2c3c(cc(C(=O)Nc4cccc(Cl)c4)c2=O)C(=O)CC(C)(C)C3)cc1 | 2% | -14% | 4% | 3% | 12% | 0% | 1%
CCc1cccc(C)c1NC(=O)c1cn2c3c(ccc(Cl)c3c1=O)OC(C)C2 (configuration not stated) | -5% | -7% | -2% | 1% | -5% | 8% | 0%
CC(=O)c1ccc(NC(=O)CCOc2ccccc2)cc1 | 0% | -3% | -3% | -2% | -17% | -3% | 1%
CCN(CC)c1cc2c(cc1F)c(=O)c(S(=O)(=O)c1ccccc1)cn2Cc1ccccc1 | -6% | ? | -2% | -6% | -9% | 0% | 0%
COc1ccc(Cl)cc1C(=O)Nc1ccc(-c2nnc3n2CCCCC3)cc1 | -4% | 6% | -6% | 3% | -22% | 22% | 0%
COC(=O)c1ccc(OCC2c3cc(OC)c(OC)cc3CCN2C(=O)c2ccc(OC)cc2)cc1 (configuration not stated) | -4% | -21% | 10% | 0% | 13% | 17% | 4%
CCCCCOc1ccc(Cn2c(=O)oc3ccc(C)cc32)cc1OC | -4% | -15% | 6% | 0% | 2% | 14% | 0%
COc1cc(OC)c(OC)cc1/C=C/c1nc2cc3ccccc3cc2c(=O)n1-c1ccc(Cl)cc1 | -9% | -4% | 3% | 0% | -4% | -4% | 0%
COc1cc2c(C(=O)N3CCN(c4ccc(C)cc4)C(C)C3)cn(CC(C)C)c(=O)c2cc1OC (configuration not stated) | -2% | -27% | 30%[activator] | 5% | 10% | -10% | -2%
CCOc1cc2c(cc1OCC)C(c1c(F)cccc1Cl)CC(=O)N2 (configuration not stated) | 3% | 1% | 0% | 1% | -15% | -2% | -2%
CCN1CCN(C(=O)c2ccc3c(c2)N(Cc2ccccc2)C(=O)c2ccccc2S3(=O)=O)CC1 | -1% | 1% | 8% | -2% | -6% | 11% | 0%
CCOC(=O)c1c(NC(=O)C(C)Sc2cn(CCNC(=O)c3ccc(OC)c(OC)c3)c3ccccc23)sc2c1CCC2 (configuration not stated) | -1% | ? | / | 8% | / | -6% | 1%
Cc1cccc(NC(=O)CSc2ccc(-c3ccccn3)nn2)c1 | 0% | -10% | -16% | -8% | ? | 3% | 1%
COc1ccccc1-c1cc2nc(C)c(CCC(=O)Nc3cc(C)ccc3C)c(C)n2n1 | 4% | -17% | 0% | -1% | -15% | ? | 0%
COc1ccc(NC(=O)CSc2nccn2Cc2ccc3c(c2)OCO3)cc1 | -4% | -2% | -10% | 2% | 0% | -5% | -1%
Cc1c(Cl)cccc1Nc1nn2c(=O)c3ccc(C(=O)N(C)Cc4ccccc4)cc3nc2s1 | 2% | 1% | -6% | 1% | -1% | 3% | 0%
Cc1ccc2c(c1)N(CC(=O)NCCc1ccc(Cl)cc1)C(=O)c1cccnc1O2 | -1% | -4% | -1% | 1% | -2% | 4% | 1%
CC(C)OCCCNC(=O)CN1C(=O)CSc2ccc(S(=O)(=O)N3CCOCC3)cc21 | -4% | 3% | 0% | 0% | -1% | 21% | -1%
COc1cc(NC(=O)C2Cc3ccccc3N2C(=O)c2ccccc2)cc(OC)c1 (configuration not stated) | -4% | -19% | 0% | 0% | -1% | 4% | -1%
COc1cccc(NCc2cccn2-c2nnc(N3CCC(C)CC3)s2)c1 | -2% | -39% | -3% | 2% | -2% | -6% | 0%
COc1cccc(-n2c(SCc3cccc(C)c3)nc3c([nH]c4ccccc43)c2=O)c1 | -1% | -22% | 42%[activator] | -6% | 24% | 6% | 0%
COc1ccc(S(=O)(=O)Nc2c(C)nc3nc(C)[nH]n3c2=O)cc1 | -7% | 6% | -2% | 1% | -15% | 8% | -1%
COc1ccc(Cn2nc3n(c2=O)-c2ccccc2OC3)cc1 | -8% | -1% | / | -1% | / | -21% | -2%

Reprinted from above (11 entries):
SMILES | PTAP-TSG101 blk | FH mod | p53null 32C kill | GALK inh | p53null 39C tox | NTMT1 inh | B2AR arrestin ag
Cn1cc(C(=O)NCc2ccc(Cl)cc2)c(=O)c2cc(S(=O)(=O)N3CCCCCC3)ccc21 | 0% | 8% | 5% | -1% | -4% | 23% | 1%
CC(C)c1ccc(Nc2ncnc3c2c(-c2ccccc2)cn3-c2ccccc2)cc1 | -2% | -12% | 4% | -7% | 34%[activator] | 13% | -1%
CCOC(=O)c1c(NC(=O)COc2cccc(C)c2C)sc2c1CCCCC2 | -1% | -21% | 8% | 0% | -4% | 5% | 1%
Cc1ccc(-n2c3c(cc(C(=O)Nc4cccc(Cl)c4)c2=O)C(=O)CC(C)(C)C3)cc1 | 2% | -14% | 4% | 3% | 12% | 0% | 1%
CCc1cccc(C)c1NC(=O)c1cn2c3c(ccc(Cl)c3c1=O)OC(C)C2 (configuration not stated) | -5% | -7% | -2% | 1% | -5% | 8% | 0%
CC(=O)c1ccc(NC(=O)CCOc2ccccc2)cc1 | 0% | -3% | -3% | -2% | -17% | -3% | 1%
CCN(CC)c1cc2c(cc1F)c(=O)c(S(=O)(=O)c1ccccc1)cn2Cc1ccccc1 | -6% | ? | -2% | -6% | -9% | 0% | 0%
COc1ccc(Cl)cc1C(=O)Nc1ccc(-c2nnc3n2CCCCC3)cc1 | -4% | 6% | -6% | 3% | -22% | 22% | 0%
COC(=O)c1ccc(OCC2c3cc(OC)c(OC)cc3CCN2C(=O)c2ccc(OC)cc2)cc1 (configuration not stated) | -4% | -21% | 10% | 0% | 13% | 17% | 4%
CCCCCOc1ccc(Cn2c(=O)oc3ccc(C)cc32)cc1OC | -4% | -15% | 6% | 0% | 2% | 14% | 0%
COc1cc(OC)c(OC)cc1/C=C/c1nc2cc3ccccc3cc2c(=O)n1-c1ccc(Cl)cc1 | -9% | -4% | 3% | 0% | -4% | -4% | 0%

A portion of the library; rates above refer to the full screens.
